Polio RdRp inh – inhibitors of poliovirus RNA polymerase binding and polymerization; P03300; poliovirus polymerase elongation, fluorescence polarization; stronger effect = lower value; % elongation, % (compound at 16.7 µg/mL); 150,000 compounds, 0.66% hits; in the data active means % elongation below about 90%; further: some results filed as inactive read as strong as hits
Target sequence (P03300 1749-2209 limits assumed): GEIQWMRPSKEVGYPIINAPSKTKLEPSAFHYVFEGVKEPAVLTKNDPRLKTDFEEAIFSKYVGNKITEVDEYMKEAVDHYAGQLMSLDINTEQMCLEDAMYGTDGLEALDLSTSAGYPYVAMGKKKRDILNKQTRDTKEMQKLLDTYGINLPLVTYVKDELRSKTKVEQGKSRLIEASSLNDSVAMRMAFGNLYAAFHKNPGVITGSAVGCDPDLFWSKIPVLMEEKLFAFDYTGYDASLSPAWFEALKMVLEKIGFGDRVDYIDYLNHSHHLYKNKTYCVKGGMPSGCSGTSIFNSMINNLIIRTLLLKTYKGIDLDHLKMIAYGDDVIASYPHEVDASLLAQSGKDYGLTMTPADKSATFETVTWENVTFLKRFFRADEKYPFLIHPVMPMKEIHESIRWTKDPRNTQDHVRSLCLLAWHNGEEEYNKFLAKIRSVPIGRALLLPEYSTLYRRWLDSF
Polio RdRp inh FP z-score – recorded beside Polio RdRp inh, whose call it bears; z-score; measured here: FP z-score; hits read low
An asterisk follows results filed as active. A portion of the library (hit frequency here may not be typical).

Each structure is followed by: Polio RdRp inh FP z-score, Polio RdRp inh
> Cc1ccc(CNC(=O)CN2C(=O)CCc3cc(S(=O)(=O)N4CCCCC4)ccc32)cc1
 : -0.1, 106
> O=C(C1CCCN(S(=O)(=O)c2ccc(Br)s2)C1)N1CCN(c2ccccc2)CC1 (stereo not given)
 : 1.5, 114
> c1cncc(-c2nc(-c3ccco3)cs2)c1
 : -0.1, 102
> CCCC12CN3CC(CCC)(CN(C1)C3c1ccc3c(c1)OCO3)C2=O (stereo not given)
 : -0.5, 99
> O=c1ccc2cc(O[C@@H]3OC(CO)[C@@H](O)[C@@H](O)C3O)c(O)cc2o1 (stereo not given in full)
 : -0.1, 99
> CCCNC(=O)CCSc1nc(-c2ccc3c(c2)OCO3)cc(C(F)(F)F)n1
 : 0.1, 104
> COc1ccc(/C=C/C(=O)Nc2sc3c(c2C(N)=O)CCCC3)cc1
 : 0.2, 105
> Clc1cccc(-n2nnc(-c3ccccc3)n2)c1
 : -1.4, 101
> COc1ccc(Br)cc1CNC(=O)c1ccc2nc(C(C)C)oc2c1
 : 0.9, 111
> O=C(CCc1cn(Cc2ccc(F)cc2)c2ccccc12)N1CCOCC1
 : 0.1, 103
> Cn1c(CNS(=O)(=O)c2ccc(F)cc2)nnc1SCc1ccccc1
 : -0.8, 99
> CCCCOc1ccc(NC(=O)Cn2nnnc2-c2ccccc2F)cc1
 : -0.1, 106
> Cc1cccc(OCC(=O)N2CCC(c3nc4ccccc4o3)CC2)c1C
 : 0.1, 105
> CC(C)C(c1nnnn1Cc1ccccc1)N1CCC(C(N)=O)CC1 (stereo not given)
 : 0.2, 102
> CCn1c(C)nc2cc(Cl)ccc21
 : -0.1, 102
> O=C(Nc1nnc(S(=O)(=O)N2CCCCCC2)s1)c1ccc(Cl)cc1
 : -2, 100
> O=C(c1ccc2c(c1)N(Cc1c(F)cccc1Cl)C(=O)c1ccccc1S2)N1CCCC1
 : 0.5, 111
> N#Cc1ccc(C=Nc2cccc(C#N)c2)cc1
 : 0, 103
> Cc1nn(-c2ccc(N3CCCC3)nn2)c(C)c1CCC(=O)Nc1ccc(F)c(Cl)c1
 : -0.8, 102
> CCn1nnnc1SCCSc1nnnn1CC
 : 0, 100
> Fc1ccccc1C1Nc2ccc3ccccc3c2C2C=CCC21 (stereo not given)
 : -0.1, 102
> CCC(SC1=Nc2ccccc2C2=NC(CC(C)C)C(=O)N12)C(=O)Nc1ccc2c(c1)OCO2 (stereo not given)
 : -0.1, 101
> COc1cc(/C=C/C(=O)OCC(=O)NC2CCCCC2)ccc1O
 : 0.1, 104
> CCOc1ccc(Nc2oc(-c3ccc(COc4ccc(OC)cc4)o3)nc2C#N)cc1
 : -0.8, 103
> COc1ccc(C(=O)Nc2ccc3c(c2)N(C)C(=O)c2ccccc2S3)cc1OC
 : -0.2, 105
> O=C(Nc1ccccc1C(=O)N1CCCCC1)C1CCCCC1
 : 0.3, 102
> CCCN(CCC)C(=O)CSc1ncccc1C(=O)Oc1ccccc1Cl
 : 1, 103
> CC(C)c1ccc(-n2ccnc2SCC(=O)NC2CCC(O)CC2)cc1 (stereo not given)
 : -0.2, 102
> CC(C)Cn1c(=O)c2ccccc2n2c(CCC(=O)N3CCN(c4ccccc4)CC3)nnc12
 : 0.5, 106
> C#CC1(O)CC[C@H]2[C@@H]3CCC4=CCCC[C@@H]4[C@H]3CC[C@@]21C (stereo not given in full)
 : -0.4, 98

Fetched by structure from the entries so far, two records:
Each structure is followed by: Polio RdRp inh FP z-score, Polio RdRp inh
> O=C(Nc1nnc(S(=O)(=O)N2CCCCCC2)s1)c1ccc(Cl)cc1
 : -2, 100
> COc1ccc(C(=O)Nc2ccc3c(c2)N(C)C(=O)c2ccccc2S3)cc1OC
 : -0.2, 105

New compounds follow:
Each structure is followed by: Polio RdRp inh FP z-score, Polio RdRp inh
> COC(=O)/C(C#N)=C(\NCc1ccc(Cl)cc1Cl)SC
 : 0.7, 107
> Cc1ccc(CNC(=O)C2c3ccccc3Oc3ccccc32)n1C
 : -0.2, 102
> Cc1nn(C)c2c1c(-c1ccccc1)cc(=O)n2Cc1ccc(Cl)cc1
 : -0.5, 104
> O=C(Nc1ccccn1)c1ccccc1Cl
 : 0.1, 100
> COc1ccc(CNC(=O)c2ccc3c(c2)N(Cc2ccccc2F)C(=O)c2ccccc2S3=O)cc1 (stereo not given)
 : 0.3, 108
> N#Cc1c(N)n(CCNC(=O)c2ccc(Cl)cc2)c2nc3ccccc3nc12
 : 1.3, 115
> CC(C)(C)c1ccc(NC(=S)NCc2cccnc2)cc1
 : -0.7, 100
> COc1cc(NC(=O)CCn2nc(C)c(S(=O)(=O)N3CCCCC3)c2C)cc(OC)c1OC
 : 1.1, 111
> Clc1ccccc1COc1cccc(CNCc2cccnc2)c1
 : -0.5, 100
> CCOc1cccc2cc(C(=O)Nc3nccs3)c(=Nc3cccc(C(F)(F)F)c3)oc12
 : 0.8, 105
> Cc1oc(-c2ccccc2Cl)nc1CSc1nncn2c1cc1occc12
 : 0.4, 110
> Cc1c(C(=O)N2CCOCC2)sc(NC(=O)c2ccc3c(c2)OCO3)c1C#N
 : -0.3, 101
> COc1ccc(-c2cc(C(=O)NN)n(-c3ccccc3)n2)cc1
 : 0.1, 105
> N#CCC(=O)N1CCCCCC1
 : -0.6, 100
> CCn1cc(C(=O)OCC(=O)Nc2cc(C)cc(C)c2)c(=O)c2ccc(C)nc21
 : 0, 106
> CN(C)S(=O)(=O)c1ccc(C(=O)NN2CC(=O)NC2=O)cc1
 : 0.1, 103
> Cn1c(=O)n(-c2ccc(Br)cc2F)c(=O)c2sc3ccccc3c21
 : 1.1, 108
> COc1ccccc1N1CCN(C(=O)CCSCc2ccccc2F)CC1
 : 0.4, 112
> CCCCOc1ccc(C2=NC(c3ccncc3)=Nc3ccc(Br)cc3N2)cc1
 : 0, 107
> O=C(COC(=O)COc1ccc(Cl)cc1)NC1CC1
 : 0.1, 103
> O=C(Cn1cc(S(=O)(=O)Cc2ccccc2)c2ccccc21)Nc1nccs1
 : 0.9, 105
> CCSC1=N/C(=C\c2ccc(C(C)C)cc2)C(=O)S1
 : 0, 102
> COC1OC2COC(c3ccccc3)OC2C(O)C1O (stereo not given)
 : 0.8, 110
> C=C(C)Cn1c(C2CC(=O)N(c3cccc(SC)c3)C2)nc2ccccc21 (stereo not given)
 : 0.2, 103
> O=C(NCCN1CCCCCC1)c1cnc2sc(N3CCOCC3)nn2c1=O
 : 1.4, 104
> CC(NC(=O)C1CCCN1S(=O)(=O)c1ccccc1)c1ccccc1 (stereo not given)
 : -0.3, 99
> COc1cc(NC(=O)CCN2CCC(C)CC2)cc(OC)c1
 : 0.1, 104
> C/C=C(\C)CN1CCN(Cc2ccccc2)CC1
 : -0.8, 99
> COc1cccc(C(=O)c2cn(CC(=O)Nc3ccc4c(c3)OCCO4)c3nc(C)ccc3c2=O)c1
 : 0.2, 108
> Cc1cc(C)cc(NC(=O)CSc2nc(-c3ccccc3)c3cc(F)ccc3n2)c1
 : 0.1, 109
> CCc1ccc(NC(=O)CSc2nc3ccccc3nc2Cc2ccccc2OC)cc1
 : -0.3, 105
> COc1cc2c(=O)n(CCC(=O)NCC3CCCO3)c(=O)n(CC(=O)Nc3ccc(C)c(C)c3)c2cc1OC (stereo not given)
 : -0.8, 102
> CCc1ccccc1NC(=O)Cn1nnc(-c2nc(-c3ccc(C)cc3)no2)c1N
 : -0.1, 107
> O=c1cc(O)c2sc3nc(-c4ccncc4)ccc3c2[nH]1
 : 0, 101
> CC(Nc1ccc2c(c1)OCCO2)C(=O)NC1CCCC1 (stereo not given)
 : 0.6, 107
> CC(C)CNC(=S)Nc1ccccc1
 : 0.4, 102
> N=C1S/C(=C\c2ccc(-c3ccccc3F)o2)C(=O)N1c1ccc2c(c1)OCO2
 : -0.3, 99
> O=C(NCCN1CCCC1)c1cc(Sc2cccc(Cl)c2)nc2ccccc12
 : -0.9, 100
> CC(CCc1ccccc1)NCc1ccc(C(=O)O)s1 (stereo not given)
 : 0.9, 104
> CC(C)(C)c1ccc(-c2nc(SCCCOc3ccccc3)n3[nH]c(=O)cc3n2)cc1
 : -1.3, 100
> CCCCCn1c(SCC(=O)OCC)nc2cc(C(=O)N3CCC(C(N)=O)CC3)ccc2c1=O
 : 0.1, 101
> OCCN(Cc1ccccc1)CC1CC2C=CC1C2 (stereo not given)
 : 0.4, 101
> COc1ccc2[nH]c(=O)c(CN(Cc3ccc4c(c3)OCO4)Cc3nnnn3CCc3ccccc3)cc2c1
 : 0.9, 105
> N#Cc1cccc(S(=O)(=O)NC2CC2)c1
 : -0.1, 102
> Cc1nc2ccc(S(=O)(=O)NC(C(=O)NCc3ccccc3Cl)C(C)C)cc2s1 (stereo not given)
 : -0.1, 104

Arranged by number of heavy atoms (lowest first): part of the list above
Each structure is followed by: Polio RdRp inh FP z-score, Polio RdRp inh
> CC(C)CNC(=S)Nc1ccccc1
 : 0.4, 102
> OCCN(Cc1ccccc1)CC1CC2C=CC1C2 (stereo not given)
 : 0.4, 101
> CC(Nc1ccc2c(c1)OCCO2)C(=O)NC1CCCC1 (stereo not given)
 : 0.6, 107
> Cc1nc2ccc(S(=O)(=O)NC(C(=O)NCc3ccccc3Cl)C(C)C)cc2s1 (stereo not given)
 : -0.1, 104
> CCCCCn1c(SCC(=O)OCC)nc2cc(C(=O)N3CCC(C(N)=O)CC3)ccc2c1=O
 : 0.1, 101
> COc1cc2c(=O)n(CCC(=O)NCC3CCCO3)c(=O)n(CC(=O)Nc3ccc(C)c(C)c3)c2cc1OC (stereo not given)
 : -0.8, 102

Remaining list, next part:
Each structure is followed by: Polio RdRp inh FP z-score, Polio RdRp inh
> CC(=O)Nc1ccc(Nc2nc3c(S(=O)(=O)c4cc(C)ccc4C)nnn3c3ccsc23)cc1
 : 0.4, 109
> C=C1N(c2ccc(Cl)cc2)C(=O)OC1(C)C
 : 0, 103
> CC(=O)O[C@]1(C(C)=O)CCC2C3C[C@H](C)C4=CC(=O)CC[C@]4(C)C3CC[C@@]21C (stereo not given in full)
 : 0, 100
> Cc1ccc(S(=O)(=O)c2nc(-c3ccccc3F)oc2NCc2ccccc2)cc1
 : 0.6, 107
> CCCOc1ccccc1C(=O)N1CCC(c2nc3ccccc3s2)CC1
 : -0.4, 101
> CCCn1c(O)c(C=Nc2c(C)n(C)n(-c3ccccc3)c2=O)c(=O)[nH]c1=S
 : 0.3, 105
> CCOc1ccc(Nc2ncnc3c2c(-c2ccccc2)cn3-c2cccc(C)c2)cc1
 : -0.9, 101
> COc1cccc(NC(=O)c2oc3ccccc3c2C)c1
 : 0.2, 103
> O=C(Nc1ccc(F)cc1)C(NCc1ccco1)c1ccccc1 (stereo not given)
 : 0.8, 109
> COc1ccc(CCNC(=O)c2cc(-c3ccccc3O)no2)cc1OC
 : -0.6, 102
> Cn1cnnc1SCC(=O)c1ccc(C2CCCCC2)cc1
 : -0.3, 101
> CCn1c(C)c(CCC(=O)NCc2ccccn2)c(=O)n2nc(-c3ccccc3OC)cc12
 : 0.4, 103
> CC(C)NC(=O)Cn1cc(C(=O)C(C)C)c2ccccc21
 : 0.5, 103
> Cc1ccc(S(=O)(=O)c2ccccc2)cc1S
 : -3.9*, 62*
> Cc1ccc(C(=O)NC(=O)CSc2nnnn2-c2ccccc2)cc1
 : -0.1, 100
> Cc1ccc(C)c(NS(=O)(=O)c2ccc3c(c2)c(=O)n(C)c(=O)n3C)c1
 : 0, 101
> Cc1cccc(CCNC(=O)c2ccc3c(c2)nc2n3CCCCC2)c1
 : 0.8, 112
> Cc1cc(Nc2cccc(Cl)c2C)n2nc(Cc3ccccc3)nc2n1
 : 0.4, 107
> COc1cccc(OC)c1C(=O)NCCc1sc(-c2cccc(F)c2)nc1C
 : 0.9, 110
> Cc1ccc(NC(=O)C2CCN(S(=O)(=O)c3ccc4c(c3)CCCN4C(=O)C3CCC3)CC2)cc1
 : 0.5, 109
> C=CCn1cnc2c1c(=O)[nH]c(=O)n2C
 : 0.2, 103
> Cc1c(C(=O)N2CCCC2)oc2c1-c1nn(CC(=O)NCc3cccc(Br)c3)cc1CC2
 : 1, 113
> Cc1ccc(S(=O)(=O)NCC(c2ccc(N(C)C)cc2)N2CCOCC2)cc1 (stereo not given)
 : -0.2, 104
> CCOC(=O)c1cnn2c1nc(Oc1cc(C(F)(F)F)cc(C(F)(F)F)c1)c1ccccc12
 : 0, 103
> CC1=C(C(=O)Nc2cccc(C(F)(F)F)c2)C2(CCCCC2)OC1=O
 : 0.6, 107
> COc1ccc2c(c1)c1c(c(=O)n(-c3ccccc3C)c(=O)n1C)n2C
 : -1.4, 102
> Cn1c(Cc2nn(C)c(=O)c3ccccc23)nnc1SCc1ccc(Cl)cc1Cl
 : 0, 102
> C/C(=N\NC(=O)c1ccoc1C)c1ccc(Cl)s1
 : 0.3, 101
> Cc1noc(C)c1-c1nc(-c2c(Cl)cccc2Cl)no1
 : -0.7, 101
> COc1cccc(CN2C(=O)c3ccccc3C(C(=O)O)C2c2cccc(OC)c2O)c1 (stereo not given)
 : 1.2, 104
> COc1cc(NC(=O)C2CCN(C(=O)c3sc4nc[nH]c(=O)c4c3C)CC2)cc(OC)c1OC
 : 1.6, 114
> Cc1cc(Nc2ccc(Br)cc2)nc(C)n1
 : -0.7, 104
> c1ccc(Nc2nc(Nc3ccccc3)nc(N3CCc4ccccc4C3)n2)cc1
 : 0.1, 102
> COc1ccccc1NC(=O)c1c(C)oc2c1CCCC2
 : -0.5, 99
> CCc1ccc(N2COc3ccc(OC)cc3C2)cc1
 : -0.2, 100
> CCOc1ccc2nc(SCC(=O)c3cc(C)n(C(C)COC)c3C)sc2c1 (stereo not given)
 : 0.2, 105
> Cc1noc(N)c1C#N
 : -0.2, 101
> c1ccc(C2OCC3OC(c4ccccc4)OC3CO2)cc1 (stereo not given)
 : 0, 101
> C/C(=N\NC1=NCCCCC1)c1ccccc1
 : -1.3, 98
> CC(C)C(=O)NC(C)c1nc(-c2ccccc2)no1 (stereo not given)
 : -0.2, 101
> Cc1cc(C(F)(F)F)c(C(=O)O)cn1
 : -0.2, 100
> COCc1[nH]c(=S)c(C#N)cc1C(=O)OC
 : 0.1, 104
> Cc1cc(=O)[nH]c(SCc2nc3ccccc3[nH]2)n1
 : 0.4, 104
> C[N+](C)(C)C/C=C1/COCO1
 : 1.1, 106
> c1ccc(C2NCCn3cccc32)cc1 (stereo not given)
 : 0.4, 102
> Cc1cc(NC(=O)CSc2nc3c(c(=O)n2-c2ccc(F)cc2)SC(C)C3)no1 (stereo not given)
 : 0.3, 102
> C=CCC1CCCCC1NC1CCCCC1 (stereo not given)
 : 0.5, 108
